AID2073 = inhibitors of Mint1-CaV2.2 protein interaction, biochemical, HTRF (AID 2073); HTRF protein-protein interaction, Mint1-CaV2.2; higher % means a stronger effect; inhibition, % at 20 µM, or IC50 in µM where a hit was titrated; actives 0.19% (n = 290,000); in the data active = inhibition mostly above about 51%, no sharp cut-off; inconclusive = no clear call, values can overlap the other calls; inactive = mostly below about 53%; note: some results filed as inactive read as strong as hits
GPR55 antagonists = GPR55 antagonists blocking LPI-driven arrestin recruitment, primary screen, imaging, U2OS, beta-arrestin-GFP, LPI agonist (AID 2013). inhibition, % at 10 µM; hits with a dose series show IC50 in µM. U2OS GPR55 beta-arrestin-GFP translocation imaging, LPI antagonism; higher % means a stronger effect. actives 0.13% (n = 290,000);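 active = spots per cell inhibited over 60%, with over 100 cells counted and total cytoplasm intensity under 500,000; inconclusive = wells with under 100 cells, flagged as likely toxic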;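 note: U2OS cells stably carrying GPR55 and arrestin-GFP stimulated by 5 µM LPI near EC80; imaged beta-arrestin-GFP aggregate spots per cell after agonist stimulation; plate controls were LPI-stimulated DMSO wells for no effect and DMSO wells without LPI for full effect; some results filed as inactive read as strong as hits; confirmed hits need IC50 under 10 µM and bright autofluorescent wells are also inconclusive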
UTI89 phage lysis = protection from phage-mediated lysis, alamar blue read-out – E. coli UTI89, K1F phage, bacterial capsule biogenesis inhibitors (AID 488966); inhibition, % at 100 µM; hits with a dose series show IC50 in µM; actives 0.02% (n = 340,000); E. coli UTI89 K1F phage lysis, alamar blue, 2 h; higher % means a stronger effect;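 active = phage lysis inhibition, versus mean bacterial control, above a set limit; inconclusive = no clear call, values can overlap the other calls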;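 note: capsule biogenesis inhibitors block K1F phage lysis so surviving cells raise fluorescence; higher fluorescence means more inhibition of phage lysis; actives were called in the ten point dose series up to 300 µM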
Dengue-2 NS5 capping = Dengue-2 NS5 methyltransferase inhibitors, primary screen, biochemical, confirmation dose response (AID 588689); Dengue-2 NS5 methyltransferase capping enzyme assay, biochemical; higher % means a stronger effect; inhibition, % at 25 µM, or IC50 in µM where a hit was titrated; actives 0.3% (n = 340,000); in the data active = a potency from the dose series; inconclusive = inhibition above about 29% without an active follow-up result
SIAH1 antagonists = blockers of Siah-1 interaction with plectin peptide – biochemical, fluorescence polarization, rhodamine-plectin, uHTS, primary screen (AID 1817). displacement, % at 20 µM, or IC50 in µM where a hit was titrated. Siah-1 / rhodamine-plectin peptide fluorescence polarization; higher % means a stronger effect. actives 0.02% (n = 290,000);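 active = displacement of at least 50% at 20 µM, with a fluorescence ratio check between 0.3 and a set limit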;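 note: plate controls were Siah plus tracer with DMSO for no effect and tracer alone without Siah for full effect; strong numbers were not always called active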
GPR55 activation = GPR55 agonists via beta-arrestin recruitment, primary screen, imaging, U2OS cells, beta-arrestin-GFP redistribution (AID 1961); actives 0.048% (n = 290,000); activation, % at 10 µM, or EC50 in µM where a hit was titrated; U2OS GPR55 beta-arrestin-GFP redistribution imaging; higher % means a stronger effect;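 active = activation above 40% with more than 50 cells counted in the well; inconclusive = wells holding fewer than 50 cells, flagged as toxic or sparse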;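 note: U2OS osteosarcoma cells stably expressing GPR55 and beta-arrestin-GFP; plate controls were DMSO negative control for no effect and LPI positive control for full effect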
HIV peptide binding = inhibitors of HIV fusion peptide binding, primary screen, biochemical, uHTS, fluorescence dequenching (AID 1986) | cell-free peptide binding, fluorescence dequenching, 30 min; higher % means a stronger effect | one-dose inhibition, % at 20 µM; IC50 in µM for titrated hits | actives 0.3% (n = 290,000); in the data active = inhibition mostly above about 52%, no sharp cut-off; inactive = mostly below about 76%; note: some results filed as inactive read as strong as hits
GPR35 arrestin U2OS = GPR35 antagonists blocking zaprinast-driven arrestin recruitment, primary screen, imaging, U2OS, beta-arrestin-GFP, zaprinast agonist (AID 2058). U2OS GPR35 beta-arrestin-GFP translocation imaging, zaprinast antagonism; higher % means a stronger effect. inhibition, % at 10 µM; hits with a dose series show IC50 in µM. actives 0.052% (n = 290,000);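 active = inhibition of at least 50% with at least 30 cells and total cytoplasm GFP at most 10,000,000; inconclusive = under 30 cells or total GFP of 10,000,000 plus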
NTR1 ag = NTR1-driven beta-arrestin-GFP spot formation – imaging, U2OS cells, high content, primary screen (AID 493036); actives 0.17% (n = 330,000); agonist mode; activation, % at 20 µM; P30989;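 active = activation at or above 40% of the spot to cytoplasm intensity ratio, with at least 20 cells analyzed; inconclusive = wells under 20 cells, flagged as cytotoxic or low count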;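 note: 0% = DMSO without peptide and 100% = 100 nM NTR1 peptide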
Target sequence (P30989 whole entry, looked up): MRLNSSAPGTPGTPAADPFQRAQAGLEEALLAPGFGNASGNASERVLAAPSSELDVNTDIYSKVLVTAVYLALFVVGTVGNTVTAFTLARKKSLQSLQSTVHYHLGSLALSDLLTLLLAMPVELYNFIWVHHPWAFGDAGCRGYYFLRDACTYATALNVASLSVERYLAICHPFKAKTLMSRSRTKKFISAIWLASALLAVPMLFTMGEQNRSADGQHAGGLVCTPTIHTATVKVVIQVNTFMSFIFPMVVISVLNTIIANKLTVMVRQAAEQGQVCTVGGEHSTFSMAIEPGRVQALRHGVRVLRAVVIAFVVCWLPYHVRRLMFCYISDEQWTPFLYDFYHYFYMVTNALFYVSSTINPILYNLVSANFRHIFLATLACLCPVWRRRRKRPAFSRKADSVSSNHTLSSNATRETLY
NTR1 ag cell count 20 µM = second read-out of NTR1 ag, no call of its own (marks repeat the call); cell count; measured here: cell count, cytotoxicity flag
Dengue-2 NS5 capping pilot replicate = second read-out of Dengue-2 NS5 capping, no call of its own (marks repeat the call); inhibition, %; measured here: pilot screen replicate inhibition
An asterisk follows results filed as active; ? = inconclusive; . = not tested or not shown; [ ] = remark or other dose.

SMILES | AID2073 | GPR55 antagonists | UTI89 phage lysis | Dengue-2 NS5 capping | SIAH1 antagonists | GPR55 activation | HIV peptide binding | GPR35 arrestin U2OS | NTR1 ag | NTR1 ag cell count 20 µM | others
O=C(NC(=O)c1ccccc1F)Nc1nc(-c2cccs2)cc(C(F)(F)F)n1 | 7% | 7% | -0.5% | 1% | -5% | 0.6% | -0.7% | -7% | 3.8 | 108
C/C(N)=C(/C#N)C(=O)CSc1nnc(-c2ccccc2Br)o1 | -1% | -2% | 0.7% | -9% | -11% | 0.0% | 10% | 6% | 0.1 | 52
O=C(C1=C(O)C(=O)N(CCOCCO)C1c1ccccn1)c1cccs1 (stereo unspecified) | 1% | 7% | 0.5% | -6% | 12% | 0.3% | 0.8% | 5% | 0.2 | 42
CCOC(=O)C1(S(=O)(=O)c2ccccc2)CCN(Cc2ccc(Cl)cc2)CC1 | 0% | 1% | 0.0% | -7% | -6% | 0.0% | -0.5% | 8% | 4.5 | 77
O=C(CC(=O)Nc1ccc(Cl)cc1)N/N=C\c1cccc(F)c1 | 4% | 6% | 0.4% | 1% | -1% | 0.6% | 1.4% | -12% | -0.6 | 51
CCCS(=O)(=O)c1snnc1C | -1% | 8% | 0.0% | -2% | 3% | -0.1% | 2.0% | -12% | -0.5 | 56
CCCOc1ccc(Cc2c(O)nc(N)[nH]c2=O)cc1C | 7% | -10% | -0.2% | 0% | 6% | 0.0% | 0.8% | 14% | -0.4 | 59
CCOC(=O)c1sc(=S)n2c1[nH]c(=O)c1ccc(C(=O)OC)cc12 | 13% | 32% | -0.3% | 3% | 3% | -0.1% | 2.0% | 10% | 3.1 | 88
Cc1cc(=O)n2cc(-c3ccccc3)nc2[nH]1 | 18% | 5% | 0.0% | -3% | -6% | 0.3% | -1.9% | 6% | 0.0 | 59
O=C(COc1ncnc2scc(-c3ccccc3)c12)NC1CCCc2ccccc21 (stereo unspecified) | 14% | 26% | -0.3% | -1% | 26% | -0.2% | 0.6% | -4% | 5.3 | 43
C=CCn1c(Cc2c[nH]c3ccccc23)n[nH]c1=S | 1% | 6% | 3.8% | -8% | -6% | -0.2% | -1.9% | 0% | -0.7 | 45
Cc1ccc(C(=O)Nc2ccc(CC(=O)O)cc2)o1 | -7% | -1% | 0.3% | -7% | 2% | 0.3% | 1.0% | 3% | -3.3 | 50 | Dengue-2 NS5 capping pilot replicate=-2.7
CNc1ccc(C2(O)C(=O)c3ccccc3C2=O)cc1 | -3% | 4% | 0.6% | 6% | 15% | -0.4% | -0.5% | 0% | -1.6 | 106
CCOC(=O)c1c(C)nc2c(c1-c1ccccc1)C(=O)c1ccccc1-2 | 6% | -6% | -0.5% | -9% | -2% | -0.2% | -3.8% | -2% | 22 | 64
Cc1cc(C)cc(OCC(=O)O/N=C(\N)c2ccccn2)c1 | -1% | -2% | 0.3% | -3% | -1% | 0.6% | -2.0% | -10% | 0.1 | 46
CCCNC(=O)N1c2ccccc2Sc2ccccc21 | 9% | -1% | 1.1% | -11% | 11% | 0.3% | -1.4% | 14% | 0.8 | 60
Cc1ccc(F)c(CNC(=O)C2CCC(=O)N(CCCN3CCCC3=O)C2)c1F (stereo unspecified) | 12% | 13% | 0.3% | 0% | 1% | -0.1% | 0.9% | 15% | -0.1 | 45
Cc1cccc(Nc2nc(NCc3ccco3)c3ccccc3n2)c1 | 15% | -2% | -0.1% | -2% | -2% | -0.3% | -3.1% | . | . | .
COc1c(C)cc(C(=O)C2CCCN(C(=O)c3ccc4[nH]ccc4c3)C2)cc1C (stereo unspecified) | 17% | 7% | 0.1% | -4% | 36% | 0.2% | 1.5% | 9% | 1.3 | 59
COc1ccc(S(=O)(=O)N2CCCCC2)cc1NC(=O)c1ccc(=O)[nH]c1 | -2% | 2% | -0.1% | 1% | 8% | -0.4% | 0.1% | 17% | -0.1 | 38
CNC(=O)CC1C(=O)N(c2ccc(F)cc2)C(=S)N1NC(=O)c1ccc(Br)cc1 (stereo unspecified) | -9% | 12% | 2.4%[50 µM] | -16% | 10% | 0.0% | -0.2% | 8% | 1.5 | 43
CC(=O)CCc1ccc2oc(C(=O)O)c(C)c2c1 | 7% | 2% | -0.1% | 3% | 2% | -0.3% | 0.9% | -1% | 1.7 | 45
CC(=O)C1C(c2ccccc2Cl)NC(=O)NC1(O)C(F)(F)F (stereo unspecified) | -1% | 7% | -0.7% | -7% | -2% | -0.1% | -3.0% | 8% | 0.3 | 70
COc1ccc(C)cc1N(CC(=O)Nc1ccc2c(c1)OCCO2)S(C)(=O)=O | -1% | -6% | 0.8% | -5% | 0% | -0.1% | -1.2% | -17% | 0.2 | 22
CCCn1cc(S(=O)(=O)c2ccccc2)c(=O)c2cc(F)c(N3CCN(C)CC3)cc21 | 4% | 8% | 0.0% | -4% | -4% | -0.1% | 0.2% | 9% | 0.4 | 59
COc1ccc(S(=O)(=O)n2nc(C)c(S(=O)(=O)N3CCOCC3)c2C)cc1OC | 4% | 11% | . | . | 0% | 0.3% | 0.0% | -7% | . | .
C/C(=N\NC(=O)c1cccc(S(=O)(=O)Nc2ccccc2Cl)c1)c1ccco1 | 39% | -12% | 0.2% | -1% | 0% | -0.2% | 8.2% | 18% | -0.9 | 48
CCN(CC)S(=O)(=O)c1ccc(Cl)c(C(=O)Nc2nncs2)c1 | -1% | -7% | 0.3% | -1% | 3% | 0.6% | 1.7% | 12% | 0.8 | 60
COC(=O)c1cc(NC(=O)CCc2c(C)nc3ncnn3c2C)cc(C(=O)OC)c1 | 4% | -4% | 1.8% | 0% | -2% | 0.0% | 0.2% | -1% | 0.7 | 59
Cc1ncc(CN2CCCC(C(=O)Nc3ccc(-c4cccc(F)c4)cc3)C2)cn1 (stereo unspecified) | -5% | -15% | -0.1% | -6% | 5% | -0.1% | -1.4% | -5% | 1.1 | 47
CC(OC(=O)CN(C)S(=O)(=O)c1ccc(Cl)cc1)C(=O)Nc1cccc(Cl)c1 (stereo unspecified) | ? | 8% | 0.3% | -6% | 6% | -0.1% | 1.2% | 15% | 0.5 | 40
O=C(CCn1nnc2ccccc21)NNC(=O)C1CCCCC1 | 12% | -4% | -0.2% | . | -8% | 0.1% | 1.7% | 19% | -0.8 | 45
COc1ccc(N2CCN(c3nc4ccccn4c(=O)c3/C=C(\C#N)S(=O)(=O)c3ccccc3)CC2)cc1 | 15% | -8% | 0.3% | -4% | -3% | -0.2% | 0.8% | 8% | 2.6 | 49
CCOC(=O)c1sc(-c2ccc(F)cc2)cc1N | 5% | 8% | 4.7% | -3% | 4% | 0.0% | -1.4% | 1% | 1.6 | 54
CCOC(=O)N1CCC(N2C(=O)c3ccc(C(=O)O)cc3C2=O)CC1 | 3% | 4% | -0.7% | -9% | 3% | -0.1% | 2.1% | -2% | 1.0 | 59
CN(C)c1ccccc1C(=O)N1CCCC(C(=O)c2ccc3ccccc3c2)C1 (stereo unspecified) | 12% | -1% | -0.1% | 1% | 19% | -0.3% | 0.0% | -11% | 8.8 | 62
Cc1ccc2nc3c(c(Nc4cccc(O)c4)c2c1)CCC3 | 11% | 16% | 0.2% | -4% | 1% | 0.4% | -1.7% | -9% | 6.1 | 86
Cc1ccc(-c2c(C(=O)N/N=C/c3ccc(OC(C)C)cc3)nnn2-c2nonc2N)cc1 | 9% | 5% | 0.2% | -5% | 3% | 0.2% | 2.0% | 42% | 15 | 49
CCc1cccc2c(C(=O)CN3C(=O)NC(C)(c4cccc5ccccc45)C3=O)c[nH]c12 (stereo unspecified) | 22% | -2% | 0.5% | -4% | -5% | 0.2% | 0.9% | 0% | 9.7 | 63
CCCN(CC(=O)Nc1cc(Cl)cc(Cl)c1)CC(=O)Nc1ccc(F)c(F)c1F | 4% | -7% | -1.5%[50 µM] | -3% | 6% | 0.2% | 3.2% | 7% | 17 | 75

As a short view, three of the compounds above:
SMILES | AID2073 | GPR55 antagonists | UTI89 phage lysis | Dengue-2 NS5 capping | SIAH1 antagonists | GPR55 activation | HIV peptide binding | GPR35 arrestin U2OS | NTR1 ag | NTR1 ag cell count 20 µM | others
Cc1ccc(-c2c(C(=O)N/N=C/c3ccc(OC(C)C)cc3)nnn2-c2nonc2N)cc1 | 9% | 5% | 0.2% | -5% | 3% | 0.2% | 2.0% | 42% | 15 | 49
CCc1cccc2c(C(=O)CN3C(=O)NC(C)(c4cccc5ccccc45)C3=O)c[nH]c12 (stereo unspecified) | 22% | -2% | 0.5% | -4% | -5% | 0.2% | 0.9% | 0% | 9.7 | 63
CCCN(CC(=O)Nc1cc(Cl)cc(Cl)c1)CC(=O)Nc1ccc(F)c(F)c1F | 4% | -7% | -1.5%[50 µM] | -3% | 6% | 0.2% | 3.2% | 7% | 17 | 75

(more compounds)
SMILES | AID2073 | GPR55 antagonists | UTI89 phage lysis | Dengue-2 NS5 capping | SIAH1 antagonists | GPR55 activation | HIV peptide binding | GPR35 arrestin U2OS | NTR1 ag | NTR1 ag cell count 20 µM | others
CS(=O)(=O)N1N=C(c2cccs2)CC1c1ccco1 (stereo unspecified) | ? | 1% | 0.3% | -22% | 4% | -0.1% | 6.7% | -3% | 2.1 | 26
C=CCSC1=N/C(=C\c2cc(OCC)c(OC(C)=O)c([N+](=O)[O-])c2)C(=O)S1 | 9% | 10% | 3.6% | 20% | 15% | 0.3% | 24% | -13% | 3.5 | 57
CN(Cc1ccccc1)C(=O)CC(c1ccccc1)c1cc(Cl)ccc1O (stereo unspecified) | -6% | 21% | 0.3% | -2% | 1% | 0.2% | -2.9% | 0% | 22 | 48
CC(C)(O)C#Cc1ccc(C(=O)NCCc2ccc(S(N)(=O)=O)cc2)cc1 | -4% | -7% | 0.2% | 2% | -1% | -0.3% | -0.6% | 14% | -1.7 | 84
O=C(Cn1cnc2c(cnn2-c2ccc(Cl)cc2)c1=O)NCC1CCCO1 (stereo unspecified) | 5% | 31% | 0.6% | 4% | 5% | -0.1% | -1.8% | -14% | 0.8 | 47

Source: PubChem (several laboratories)
